# Screening results: PubChem BioAssay, NCI
# NCI-60 one-dose screen, 48 h, at 10 µM unless noted. Numbers give growth in % (100 = growth as untreated, 0 = no growth, -100 = all killed).
# HS 578T – HS 578T breast cancer | 78,000 tested, 4.1% active | AID 1794788
# MDA-MB-231 – MDA-MB-231 breast cancer. 81,000 tested, 5% active
# MCF7 – MCF7 breast cancer; 82,000 tested, 6.3% active
# K-562 – K-562 leukemia | 78,000 tested, 7.4% active
# BT-549 – BT-549 breast cancer; 78,000 tested, 4.4% active; AID 1794793
# MDA-MB-468 – MDA-MB-468 breast cancer; AID 2202374; 78,000 tested, 8.5% active
# T-47D – T-47D breast cancer; 79,000 tested, 5% active; AID 1794792
# LOX IMVI – LOX IMVI melanoma; 79,000 tested, 7.4% active; AID 1794757
# The depositor's hits bear a star; . = no result given. Rule for the calls: active = growth percent below 10; inactive = the rest.
SMILES,HS 578T,MDA-MB-231,MCF7,K-562,BT-549,MDA-MB-468,T-47D,LOX IMVI
Cc1cccc2nc(-c3c(F)cccc3F)n(Cc3c(F)cccc3F)c12,94,87,94,68,102,90,77,94
Cc1cc(-c2ccc([N+](=O)[O-])cc2)cc(C)n1,118,107,101,103,94,99,109,102
O=S(=O)(O)c1cc(I)c(O)c2ncccc12,110,100,.,105,99,105,100,96
Cc1cc([N+](=O)[O-])cc(C)[n+]1[O-],110,93,97,93,122,110,99,84
COc1ccc(OCC(O)CN2CCN(c3cccc(Cl)c3)CC2)cc1 (stereo not drawn),103,99,101,105,86,123,103,114
CC(=O)c1sc(N)c(-c2nnc(-c3ccccc3)o2)c1C,95,88,95,97,103,102,87,89
COc1ccc(C2CC(=O)c3c(cc(OC)c(O)c3OC)O2)cc1 (stereo not drawn),104,97,98,85,105,107,92,99
CC(=O)OCC(OC(C)=O)C(OS(C)(=O)=O)C(OS(C)(=O)=O)C(COC(C)=O)OC(C)=O (stereo not drawn),103,109,89,103,99,106,86,92
CCc1nc(N)nc(N)n1,108,108,94,113,104,113,103,120
COc1ccc2nc(-c3ccc(-n4cncc4-c4cc(OC)c(OC)c(OC)c4)cc3)sc2c1,101,106,83,95,97,106,102,105
NS(=O)(=O)/N=C1\NC(=O)NC1=C(Cl)Cl,104,114,99,106,119,102,110,106
CCOC(=O)c1[nH]cc(-c2ccc(OC)cc2)c1-c1ccc(O)cc1,73,87,96,48,84,75,54,76
CC[C@@H](C(=O)[C@@H](C)[C@@H](O)[C@H](C)[C@@H]1O[C@@H]([C@@H](CC)C(=O)OCC(F)(F)F)CC[C@@H]1C)C1O[C@]2(C=CC(=O)[C@]3(CC[C@@](C)([C@H]4CC[C@](O)(CC)[C@H](C)O4)O3)O2)[C@H](C)C[C@@H]1C (stereo partly drawn),84,70,68,53,81,49,51,85
CCCCCCCCOc1ccc(C(=O)c2ccccc2)c(O)c1,112,108,96,102,115,105,100,102
CCOC(=O)c1c2c(cn1Cc1ccc(OC)c(N)c1)-c1oncc1CC2,86,79,56,28,76,63,.,82
COc1ccc(-c2nnn(-c3ccccc3)c2N)cc1OC,112,106,99,.,100,116,88,104
CCOC(=O)c1c2c(c(C)n1Cc1ccc(OC)cc1)-c1[nH]c(=O)ncc1CC2,107,84,146,90,.,115,98,106
Cc1nc2ncccc2c(=O)n1-c1ccc(S(=O)(=O)Nc2ncccn2)cc1,102,89,92,87,87,97,70,95
Cc1c(C(N)=O)sc2c1c(=O)n(Cc1ccccc1)c1nnc(S(=O)(=O)Cc3ccccc3)n21,112,118,82,.,85,77,108,89
COc1cc2cc(Oc3ccc(NC(=O)c4cccc(C(F)(F)F)c4)cc3)c(C)nc2cc1OCCN1CCCCC1,70,-100*,13,-48*,99,38,-26*,-94*

# Look-ups from the entries so far:
# COc1ccc2nc(-c3ccc(-n4cncc4-c4cc(OC)c(OC)c(OC)c4)cc3)sc2c1 in T-47D shows 102
# CC(=O)OCC(OC(C)=O)C(OS(C)(=O)=O)C(OS(C)(=O)=O)C(COC(C)=O)OC(C)=O (stereo not drawn) in BT-549 shows 99

# New compounds follow:
SMILES,HS 578T,MDA-MB-231,MCF7,K-562,BT-549,MDA-MB-468,T-47D,LOX IMVI
CCCCSC1=NCCCS1,.,125,95,74,100,100,105,100
N#CC1=C(N)Oc2c(sc3c(F)cccc23)C1c1ccc(F)cc1 (stereo not drawn),25,40,19,11,31,27,43,32
COc1ccc(/C=C/c2nc3ccccc3s2)cc1OP(=O)(O)O,92,50,64,19,79,52,54,67
COc1ccc(Nc2nnc(C(=O)c3c[nH]c4ccccc34)o2)cc1,109,100,73,94,108,99,68,99
N#Cc1c(-c2ccccc2)cc(-c2ccc(Nc3nc(Nc4ccc(F)cc4)nc(Nc4ccc(F)cc4)n3)cc2)nc1N,88,73,84,89,101,.,77,95
CCCSC1=NC2C(N(CC)C(=O)N2CC)N1/N=C/C=C/c1ccccc1[N+](=O)[O-] (stereo not drawn),19,23,22,8.9*,31,30,64,38
Cc1cc(=O)n(C(=O)Nc2ccc(Br)cc2)c2cc(O)ccc12,102,111,105,118,109,132,103,98
CSc1nc(N)nc(C)c1Br,102,112,90,105,99,97,109,97
O=C1NC(=O)C(Cc2ccc(OCc3ccc(-c4ccc(Cl)cc4Cl)cc3)cc2)S1 (stereo not drawn),65,71,28,23,38,14,16,37
CCNc1nc2ccccc2c2c(=O)c3ccccc3sc12,82,69,34,83,98,65,76,69

# Ordered by length of the SMILES (ascending): part of the list above.
SMILES,HS 578T,MDA-MB-231,MCF7,K-562,BT-549,MDA-MB-468,T-47D,LOX IMVI
N#CC1=C(N)Oc2c(sc3c(F)cccc23)C1c1ccc(F)cc1 (stereo not drawn),25,40,19,11,31,27,43,32
O=C1NC(=O)C(Cc2ccc(OCc3ccc(-c4ccc(Cl)cc4Cl)cc3)cc2)S1 (stereo not drawn),65,71,28,23,38,14,16,37
CCCSC1=NC2C(N(CC)C(=O)N2CC)N1/N=C/C=C/c1ccccc1[N+](=O)[O-] (stereo not drawn),19,23,22,8.9*,31,30,64,38

# The listing continues.
SMILES,HS 578T,MDA-MB-231,MCF7,K-562,BT-549,MDA-MB-468,T-47D,LOX IMVI
CCCc1cc(Cl)c(O)cc1O,95,102,94,90,91,105,91,102
CC(=O)Oc1ccc([N+](=O)[O-])cc1,96,106,98,112,105,97,94,104
c1ccc2[nH]c(CCCCCc3nc4ccccc4[nH]3)nc2c1,105,95,99,115,104,99,108,93
Cc1nc2ncc(C(=O)NNC(=O)c3ccccc3)c(=O)n2[nH]1,.,105,101,101,106,99,97,108
O=C([O][Sn]([O]C(=O)c1ccccn1)([c]1ccccc1)[c]1ccccc1)c1ccccn1,89,87,32,24,98,-24*,-15*,51
O=S(=O)(Nc1ccc(Cl)c(C(F)(F)F)c1)c1ccc(-c2cnc(C3CC3)o2)cc1,-1.4*,16,15,5.1*,24,-7.5*,13,33
CS(=O)(=O)c1ccc(NC(=O)c2ccccc2)nc1,98,99,101,100,105,105,99,99
CCN(CC)CCOC(=O)c1ccc(N)cc1O,112,111,96,104,.,97,99,94
NS(=O)(=O)c1ccc(C(=O)N=Nc2c(O)[nH]c3ccc(F)cc23)cc1,97,107,93,98,108,100,106,98
Nc1ccc([N+](=O)[O-])cc1F,94,106,91,102,111,102,91,100

# In another format: results already given
# Each structure is followed by: HS 578T	MDA-MB-231	MCF7	K-562	BT-549	MDA-MB-468	T-47D	LOX IMVI
> CS(=O)(=O)c1ccc(NC(=O)c2ccccc2)nc1
    98	99	101	100	105	105	99	99
> CCN(CC)CCOC(=O)c1ccc(N)cc1O
    112	111	96	104	.	97	99	94
> O=C([O][Sn]([O]C(=O)c1ccccn1)([c]1ccccc1)[c]1ccccc1)c1ccccn1
    89	87	32	24	98	-24*	-15*	51
> CC(=O)Oc1ccc([N+](=O)[O-])cc1
    96	106	98	112	105	97	94	104

# More results follow.
SMILES,HS 578T,MDA-MB-231,MCF7,K-562,BT-549,MDA-MB-468,T-47D,LOX IMVI
Cn1c(=O)c2[nH]c(C3CCC3)nc2n(C)c1=O,110,96,94,.,107,116,.,101
CC(=O)Oc1cc(C)c2sc(=O)[nH]c2n1,83,100,93,116,84,83,96,90
COc1cccc(NC(=O)Cn2cc(CN3CCN(c4ccnc5cc(Cl)ccc45)CC3)nn2)c1,81,74,87,67,77,84,71,87
O=C(Nc1ccc(CN2CCc3nc4cc(O)c(O)cc4cc32)cc1)c1ccc(Cl)c(C(F)(F)F)c1,121,90,100,121,127,106,94,103
COc1ccc(CN2CCc3c(Nc4ccccc4)nc(N)nc3C2=O)c(OC)c1,84,69,88,71,67,97,77,68
CC1Cc2c(NCc3ccccc3)ncnc2N2CCCc3cccc1c32 (stereo not drawn),88,88,94,97,119,92,70,88
CC(=O)OCCC(C)CCC=C(C)C (stereo not drawn),104,98,101,98,102,122,99,103
N=c1c(S(=O)(=O)c2ccccc2)cc2c(=O)n3ccccc3nc2n1Cc1cccnc1,95,98,104,113,94,99,101,98
Nc1n[nH]c2cccc(C#Cc3cccc(C(=O)Nc4cc(C(F)(F)F)cc(C(F)(F)F)c4)c3)c12,55,52,65,4.9*,99,88,74,41
CC(=O)OC1CCC2(C)C3CCC4(C)C(CCC45OC5(C)OC(C)=O)C3CC3OC32C1 (stereo not drawn),94,104,91,99,112,105,90,101

# Random excerpt: 2 entries already listed
SMILES,HS 578T,MDA-MB-231,MCF7,K-562,BT-549,MDA-MB-468,T-47D,LOX IMVI
COc1ccc(CN2CCc3c(Nc4ccccc4)nc(N)nc3C2=O)c(OC)c1,84,69,88,71,67,97,77,68
CC(=O)OC1CCC2(C)C3CCC4(C)C(CCC45OC5(C)OC(C)=O)C3CC3OC32C1 (stereo not drawn),94,104,91,99,112,105,90,101

# Continuation.
SMILES,HS 578T,MDA-MB-231,MCF7,K-562,BT-549,MDA-MB-468,T-47D,LOX IMVI
COc1ccc2nc3cc(Cl)ccc3c(NCCNc3c4ccc(Cl)cc4nc4ccc(OC)cc34)c2c1,-35*,-79*,-70*,-53*,-77*,-70*,-64*,-85*
c1ccc(CCN2CCC(COC(c3ccccc3)c3ccccc3)C2)cc1 (stereo not drawn),93,58,62,33,84,66,34,74
C=C1CCC2C(C)(CO)C(O)CCC2(C)C1CC(NCc1cccc(Cl)c1)C1=CCOC1=O (stereo not drawn),100,99,91,95,.,99,101,88
O=C1Nc2ccccc2/C1=C\c1c[nH]c2ccc(Br)cc12,83,67,29,74,116,.,27,51
CCCCn1c(C)nc2cc(Nc3nc(N4CCN(C)CC4)nc4nc[nH]c34)ccc21,103,110,99,95,110,96,97,96
CCc1cccc2c3c(sc12)C(c1ccc(Cl)cc1)c1c(nc(-c2ccc(OC)cc2)[nH]c1=O)O3 (stereo not drawn),72,73,44,36,81,73,45,75
Cc1ncc([N+](=O)[O-])n1CCOc1ccc(C(=O)/C=C/c2ccc(C(F)(F)F)cc2)cc1,67,83,13,14,68,71,52,57
CCCS(=O)(=O)N1CCCC(C(=O)Nc2nc3ccc(NC(=O)c4ccc(F)c(OC)c4F)cc3s2)C1 (stereo not drawn),29,63,13,28,-12*,18,-0.6*,38
O=C1/C(=C/c2ccccc2)CCC/C1=C\c1ccccc1,101,99,31,62,80,63,82,29
O=Cc1ccc(-n2cc(Cc3ccccc3Cc3cn(-c4ccc(C=O)cc4)nn3)nn2)cc1,101,94,91,83,99,95,84,86
S=C(N/N=C/c1ccc(Cl)cc1Cl)Nc1cccc2ccccc12,96,73,69,.,104,78,.,95
CC(C(=O)O)N1CCN(c2ccccc2Cl)CC1 (stereo not drawn),107,107,98,87,107,110,104,101
Cc1cc2c(cc1C)NC1=C(N2)OC(c2cccc(O)c2)C1=O (stereo not drawn),98,101,97,99,109,104,97,92
COC1=C[C@]23CCCN2CCc2cc4c(cc2[C@@H]3[C@@H]1OC(=O)[C@H](C)O)OCO4,104,91,86,84,133,97,90,74
CCN(CC)c1ccc(C=O)c(OCc2cn(CC(=O)Nc3ccc(F)cc3Cl)nn2)c1,96,90,65,46,91,74,87,63
COc1ccc(NC(=O)COC(=O)c2ccc(C)s2)cc1S(=O)(=O)N1CCCCC1,100,98,97,86,.,77,83,92
O=C1NCCN1/N=C/c1ccc([N+](=O)[O-])o1,137,88,97,104,102,91,98,88
CC(=O)c1ccc(S(=O)(=O)NCCNc2nc(Nc3ccc(F)cc3)nc(N(C)C)n2)cc1,110,109,99,101,120,113,111,111
CCN1CCN(C(=S)SCC(=O)Nc2nc3ccc(Cl)cc3s2)CC1,101,84,87,85,77,84,72,89
Cc1cccc2c1C(Br)=C1CCCN3C(=O)c4ccccc4C123 (stereo not drawn),106,95,97,79,102,71,87,88
O=C(CCCCC(=O)OCC1COCO1)OCC1COCO1 (stereo not drawn),114,102,102,92,100,106,96,98
O=C1CCc2ccccc2C1,100,79,94,102,93,102,103,84
O=C(CSc1nnc2n(Cc3ccccc3)c(=O)c3c4c(sc3n12)CCCC4)N1CCN(c2ccccc2)CC1,104,85,89,105,63,112,85,95
Brc1ccc(-n2cc(-c3nn[nH]n3)c(-c3cccs3)n2)cc1,96,88,90,100,95,92,96,101
O=C(Cn1c(Cc2cccc3ccccc23)nc2ccccc21)N/N=C/c1ccccc1O,93,98,99,88,100,104,90,89
CCCCCN(CCCCC)CCCCCCCCCN1CCCc2cc(OC)ccc21,83,56,67,57,86,18,62,73
O=C1c2c(c3c4cccnc4[nH]c3c3ccc4ccccc4c23)C(=O)N1CCN1CCCCC1,105,96,14,41,84,29,46,.
Clc1ccc2[nH]cc([C@@H]3CCC[C@H](c4c[nH]c5ccc(Cl)cc45)c4c3[nH]c3ccc(Cl)cc43)c2c1,98,42,23,62,97,94,38,24

# No enrichment for hits; overall some 12% were active at least once.
